PAD4 FP inh: human PAD4 inhibitors, primary screen, biochemical, fluorescence polarization, 1536-well format. Protein-arginine deiminase type-4 (Homo sapiens), Q9UM07. inhibition, % at 6.36 µM. recombinant PAD4, RCA probe fluorescence polarization. actives 0.41% (n = 330,000);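 active = percent inhibition above a cutoff equal to the mean of all tested compounds plus 3 SD, cut at about 15% in these data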;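 note: 0% = PAD4 with RCA probe and DMSO and 100% = probe without PAD4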
PAFAH1B2 inh: PAFAH1B2 enzyme inhibitors, primary screen, biochemical, fluorescence polarization, human | recombinant PAFAH1B2, FP-rhodamine activity probe | actives 1.2% (n = 340,000) | inhibition, % at 3.39 µM | Platelet-activating factor acetylhydrolase IB subunit alpha2 (Homo sapiens), P68402;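 active = inhibition above the mean of all tested compounds plus 3 SD, cut at about 24% in these data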;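 note: 0% = enzyme with DMSO and 100% = wells lacking PAFAH1B2; many of its hits are not listed in these tables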
Target sequence (P68402 whole entry, looked up): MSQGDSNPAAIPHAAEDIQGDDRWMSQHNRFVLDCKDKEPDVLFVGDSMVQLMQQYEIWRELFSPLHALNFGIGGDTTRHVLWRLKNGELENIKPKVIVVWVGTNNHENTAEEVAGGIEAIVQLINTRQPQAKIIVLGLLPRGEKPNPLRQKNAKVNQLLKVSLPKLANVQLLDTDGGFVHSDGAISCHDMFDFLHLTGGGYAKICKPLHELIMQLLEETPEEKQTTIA
GSTO1 counter: inhibitors of recombinant GSTO1, primary screen, counter-screen for RBBP9 inhibitor project, biochemical, fluorescence polarization; activity-based probe fluorescence polarization; inhibition, % at 5.96 µM; actives 1.1% (n = 300,000);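 active = inhibition above the campaign mean inhibition plus 3 SD, cut at about 35% in these data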;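 note: 0% = GSTO1-1 with DMSO and 100% = wells lacking GSTO1-1 enzyme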
Target sequence (P78417 whole entry, looked up): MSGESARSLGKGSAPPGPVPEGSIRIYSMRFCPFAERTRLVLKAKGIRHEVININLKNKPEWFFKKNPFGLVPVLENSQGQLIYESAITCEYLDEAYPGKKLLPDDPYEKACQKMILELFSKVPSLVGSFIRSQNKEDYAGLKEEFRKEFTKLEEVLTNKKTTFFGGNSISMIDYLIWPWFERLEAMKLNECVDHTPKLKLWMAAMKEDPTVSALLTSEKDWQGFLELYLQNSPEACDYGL
LYPLA1 inh: LYPLA1 inhibitors, primary screen, counter-screen for PME1 inhibitor project, biochemical, fluorescence polarization, FP-Rh probe ABPP; inhibition, % at 5.9 µM; actives 0.16% (n = 320,000); Acyl-protein thioesterase 1 (Homo sapiens), O75608; recombinant LYPLA1;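 active = inhibition above the mean of all tested compounds plus 3 SD, set per campaign, cut at about 14% in these data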;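 note: inhibitors block serine hydrolase probe labeling of LYPLA1 so polarization falls; 0% = enzyme with DMSO and 100% = wells lacking LYPLA1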
Target sequence (O75608 whole entry, looked up): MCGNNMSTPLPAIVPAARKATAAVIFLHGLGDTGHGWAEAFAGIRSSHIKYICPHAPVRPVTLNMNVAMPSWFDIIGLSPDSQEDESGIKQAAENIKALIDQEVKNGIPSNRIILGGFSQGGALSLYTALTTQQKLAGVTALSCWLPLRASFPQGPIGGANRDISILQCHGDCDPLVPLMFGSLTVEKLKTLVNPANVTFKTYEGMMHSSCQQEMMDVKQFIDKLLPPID
Fam108B inh: mouse Fam108B serine hydrolase inhibitors, primary screen, counter-screen for RBBP9 inhibitor project, biochemical, fluorescence polarization. recombinant Fam108B, FP-Rh probe fluorescence polarization. inhibition, % at 9.51 µM. actives 0.33% (n = 300,000);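 active = inhibition above the screen mean inhibition plus 3 SD, computed separately per campaign, cut at about 18% in these data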;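 note: inhibitors lower polarization as less probe binds the enzyme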
pPAFAH FP inh: pPAFAH enzyme inhibitors, primary screen, biochemical, fluorescence polarization, human; Platelet-activating factor acetylhydrolase (Homo sapiens), Q13093; recombinant pPAFAH, FP-rhodamine probe fluorescence polarization; inhibition, % at 3.39 µM; actives 1.5% (n = 330,000);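 active = inhibition above the mean inhibition across the screen plus 3 SD, cut at about 25% in these data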;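 note: inhibitors block binding of the rhodamine activity-based probe so polarization drops; 0% = enzyme with DMSO and 100% = wells lacking pPAFAH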
PAFAH1B3 inh: PAFAH1B3 enzyme inhibitors, primary screen, biochemical, fluorescence polarization, human | Platelet-activating factor acetylhydrolase IB subunit alpha1 (Homo sapiens), Q15102 | recombinant PAFAH1B3, FP-rhodamine probe | inhibition, % at 3.39 µM | actives 0.28% (n = 340,000);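 active = inhibition above the screen-wide average of all tested compounds plus 3 SD, cut at about 25% in these data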;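 note: 0% = enzyme with DMSO only and 100% = wells lacking PAFAH1B3 protein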
Target sequence (Q15102 whole entry, looked up): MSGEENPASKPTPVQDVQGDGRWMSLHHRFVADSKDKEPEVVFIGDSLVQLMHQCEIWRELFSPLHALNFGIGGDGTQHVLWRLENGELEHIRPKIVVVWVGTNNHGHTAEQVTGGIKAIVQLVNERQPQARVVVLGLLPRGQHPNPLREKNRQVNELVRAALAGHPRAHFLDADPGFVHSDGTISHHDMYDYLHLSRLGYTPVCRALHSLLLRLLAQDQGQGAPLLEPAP
PME-1 inh: PME-1 inhibitors via competitive probe labeling, primary screen, biochemical, fluorescence polarization, FP-Rh probe, HTS; actives 0.53% (n = 320,000); recombinant PME-1; inhibition, % at 5.9 µM; Protein phosphatase methylesterase 1 (Homo sapiens), Q9Y570; AID 2130, 2009;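 active = inhibition above the campaign mean of all compounds plus 3 SD, cut at about 26% in these data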;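 note: competitive labeling of PME-1 active site by serine hydrolase directed probe; 0% = PME-1 with DMSO and 100% = wells lacking PME-1 enzyme; inhibitors block probe labeling so polarization falls and inhibition rises; many of its hits are not listed in these tables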
PAFAH2 FP inh: PAFAH2 enzyme inhibitors, primary screen, biochemical, fluorescence polarization, human | Platelet-activating factor acetylhydrolase 2, cytoplasmic (Homo sapiens), Q99487 | recombinant PAFAH2, FP-rhodamine activity probe | inhibition, % at 3.39 µM | actives 0.99% (n = 340,000) | AID 492956, 2010;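 active = inhibition above the mean over all tested compounds plus 3 SD, cut at about 30% in these data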;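 note: inhibitors block probe labeling of enzyme so polarization drops; 0% = enzyme with DMSO and 100% = wells lacking PAFAH2 protein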
An asterisk follows results filed as active; . = not tested or not shown.

SMILES	PAD4 FP inh	PAFAH1B2 inh	GSTO1 counter	LYPLA1 inh	Fam108B inh	pPAFAH FP inh	PAFAH1B3 inh	PME-1 inh	PAFAH2 FP inh
O=C(COC(=O)CCCN=C1NS(=O)(=O)c2ccccc21)NC(=O)NC1CCCC1	-2	0	12	0	-3	2	5	-3	4
O=C(/C=C/c1ccccc1)OCC(=O)N1CCN(c2ccccc2)CC1	4	0	-8	1	3	-2	6	5	-1
COc1ccc(C(=O)Nc2ccc(-n3nncc3C(C)(C)C)cc2)cc1	2	-1	-1	-2	-1	0	7	-3	0
COc1ccc(-c2nn(-c3ccccc3)cc2C(=O)O)cc1	1	0	-1	-2	-2	1	5	-2	8
COc1ccc(C(=O)OCn2nnc3ccccc3c2=O)cc1[N+](=O)[O-]	1	4	0	1	-3	-1	5	-17	15
CCCn1nnnc1NCc1ccccc1OCc1ccc(F)cc1	0	0	-2	-1	-6	-2	-1	-7	-3
CCCCOC(=O)Nc1ccc(N(C)C)cc1	-1	4	0	2	5	3	9	-4	-1
O=C(/C=C/c1ccc(Cl)cc1Cl)N1CCN(c2ccc([N+](=O)[O-])c(N3CCOCC3)c2)CC1	-4	0	-1	-1	4	0	1	-2	-2
CN1CCN(/N=C/c2nc(-c3ccc(Cl)cc3)n3ccccc23)CC1	0	0	1	-4	-3	-2	6	-5	-2
C[C@@H](C(=O)Nc1ccc2ccccc2c1)[C@@H]1C[C@@]1(C)[C@@H](NC(=O)c1cccnc1)c1ccccc1	-10	-5	-6	-6	6	5	-5	-9	-13
CCCN1CCN(CC(=O)Nc2nncs2)CC1	2	3	1	-2	5	1	12	-2	2
CS(=O)(=O)N1CCN(Cc2ccccc2C(F)(F)F)CC1	-1	3	-7	-2	5	2	2	-7	1
COc1ccc(-c2cc(C(=O)NCCN3CCOCC3)c3ccccc3n2)cc1OC	1	1	0	0	3	7	4	1	0
COCCCNC(=O)Cn1c(=O)n(CCCCCC(=O)Nc2ccccc2)c(=O)c2sccc21	0	2	0	0	7	2	-3	2	6
COc1ccc(NC(=O)c2ccccc2Oc2ccccc2)cc1	2	0	6	-2	1	-1	4	4	8
COc1c(NC(C)=O)c2ccccc2c2ccccc12	-2	4	9	-1	-4	-1	2	-1	3
Cc1ccc(C)c(CS(=O)(=O)c2cn(CC(=O)N3CCCCC3)c3ccccc23)c1	4	5	2	2	-1	6	9	1	-1
O=C(CSC1=NS(=O)(=O)c2cc(F)ccc2N1)Nc1ccccc1	2	1	3	3	-1	-2	9	6	4
CCCCn1c(N)c(N(CCOC)C(=O)c2ccc(S(=O)(=O)N3CCCCCC3)cc2)c(=O)[nH]c1=O	-1	5	-3	4	0	-3	-1	-3	-1
C=CC(C)n1c(Br)nc2c1c(=O)[nH]c(=O)n2C (stereo not drawn)	-5	-5	0	1	0	-1	-2	2	-6
Cc1cc(C(F)F)n2ncc(C(=O)NCCc3ccc(Cl)cc3)c2n1	0	7	2	1	0	3	3	4	5
CCOC(=O)c1ccc2c(c1)nc(SCC(=O)N1CCCCC1)n2CC	-1	7	4	1	1	3	9	-3	-4
COn1c(=O)c(-c2ccc(C)cc2)[n+]([O-])c2ccccc21	-5	-2	-7	4	4	0	0	-2	2
CCSc1nsc(NC(=O)Nc2cccc(OC)c2)n1	-4	3	-31	-17	5	-1	9	-16	-7
Cc1cccc(N(C(=O)CCC(=O)Nc2cc(C)on2)C(C(=O)NC2CCCC2)c2ccc(C)o2)c1 (stereo not drawn)	0	-4	3	-1	-3	3	4	1	2
O=C(Nc1ccccc1F)N1CCC(NC(=O)C23CC4CC(CC(C4)C2)C3)CC1	-3	9	1	4	4	-3	0	-3	-5
NC(=O)c1ccc(Cn2c(C(=O)c3ccc(Cl)cc3)c3ccccc3[n+]2[O-])cc1	-5	0	-1	4	-2	4	6	-3	0
NC(N)=NC(N)=Nc1cccc2ccccc12	-8	4	1	1	0	5	4	-10	3
COc1ccc(S(N)(=O)=O)cc1C(=O)NCCCN1CCN(c2ccccc2OC)CC1	-1	1	-3	3	5	4	1	4	5
O=C(Nc1ccc(F)cc1)c1cccnc1N1CCOCC1	5	-1	0	-3	-1	-2	12	-5	-3
CC(C)(C)C(=O)C[n+]1ccccc1	0	-7	4	1	-1	0	11	1	-6
Cc1ccc(OCC(=O)NNC(=O)C2CCCO2)c(C)c1 (stereo not drawn)	-3	0	5	-4	-3	0	5	-1	2
Cc1nc(SCc2ccc(F)cc2)n[nH]1	1	4	4	0	1	0	5	0	2
O=C(CCCSc1nc2ccccc2c(=O)[nH]1)c1ccccc1	4	12	-8	-6	-5	-11	13	-11	1
CCOC(=O)C1CCN(C(=O)CCNS(=O)(=O)c2ccc(C)cc2)CC1	5	0	.	4	.	0	5	1	0
O=C1c2oc3ccccc3c(=O)c2C(c2ccccn2)N1Cc1ccccc1 (stereo not drawn)	-6	3	-2	0	-4	-9	1	0	-2
CN(C)c1ccc(C=Nc2ccccc2)cc1	-2	0	2	1	-1	0	-4	-3	13
Cc1ccsc1/C=C1/NC(=O)N(Cc2ccc(F)cc2)C1=O	1	1	-7	-1	5	6	1	6	6
O=C(COc1ccc(Br)cc1)NN1C(=O)c2ccccc2C1=O	-3	.	8	0	8	8	.	-2	.
CC(C)Oc1ccc(CCc2n[nH]c(=S)n2-c2ccccc2)cc1	-4	6	3	1	2	3	10	6	2
Cc1cccc(NC(=O)CSc2nnc(-c3ccccc3)n2N)c1C	-2	2	2	1	-1	4	10	-5	2
COC(=O)CC1C(=O)NCCN1C(=O)c1sc2ccccc2c1Cl (stereo not drawn)	-2	3	0	0	2	3	4	-2	9
COc1ccc(OC)c(NC(=O)C2CCCN2C(=O)C2CCC(C)CC2)c1 (stereo not drawn)	4	7	0	3	-2	1	4	1	-3
Cc1ccccc1NC(=O)CSc1ccsc1[N+](=O)[O-]	5	4	33	-2	18	27*	14	-2	22
COc1ccc(CCn2c(=N)c(S(=O)(=O)c3ccc(Cl)cc3)cc3c(=O)n4ccccc4nc32)cc1	-2	11	-7	-3	0	0	3	-2	-1
Cc1nn(C)c(C)c1NC(=O)Nc1cccc(C(F)(F)F)c1	1	3	6	4	4	3	6	0	8
CN(CC(=O)Nc1ccc(F)cc1)CC(=O)N1CCCC1	-1	4	.	4	.	-1	1	9	-3
COc1cc(CC(=O)OCc2ccccc2F)cc(OC)c1OC	1	5	-3	-1	3	4	-8	-4	-8
COc1ccc2[nH]c(=O)c(CN(C(=O)c3cccnc3)c3ccc(C)cc3)cc2c1	0	0	8	1	-2	6	13	-2	5
CC(C)(C)c1ccc(C(=O)NNc2cc(N3CCCCC3)nc(N3CCCCC3)n2)cc1	-10	2	6	-3	-5	8	7	-4	-1
COc1ccc(CC(=O)Oc2ccc(C(C)C)cc2)cc1S(=O)(=O)N1CCOCC1	-1	0	7	0	4	8	0	4	-1
Cc1cccc(C)c1Nc1nc2ccccc2o1	0	4	6	0	0	4	9	0	0
CC(C)(C)NC(=O)NC12CC3CC(CC(C3)C1)C2	0	6	8	-2	-3	3	1	0	-5
Cc1cc(-c2ccc(Br)cc2)n[nH]1	-4	1	4	8	1	5	1	-4	-9
O=c1[nH]c2cccnc2n1Cc1ccccc1	-1	2	3	2	-4	-1	8	2	-6
O=C(CCn1c(=O)[nH]c2ccsc2c1=O)N1CCc2ccccc2C1	-9	1	-6	2	0	-9	-3	-5	2
S=C(Nc1ccccc1)N1CCn2cccc2C1c1cccnc1 (stereo not drawn)	0	8	1	6	0	11	8	7	2
Cc1nc2c(C)cccn2c1C(=O)c1ccccc1	-2	-4	26	2	0	-1	-3	2	3
CC1=NN(c2ccc(Cl)c(C(=O)O)c2)C(=O)C1	36*	1	72*	1	3	11	5	-4	8
CCOC(=O)NN1C(=O)c2ccccc2NC1C (stereo not drawn)	-7	3	1	9	-3	0	-3	12	5
Remaining list, next part.
SMILES	PAD4 FP inh	PAFAH1B2 inh	GSTO1 counter	LYPLA1 inh	Fam108B inh	pPAFAH FP inh	PAFAH1B3 inh	PME-1 inh	PAFAH2 FP inh
CC1(C(=O)NC(=S)N(Cc2ccccc2)c2ccccn2)CC1(Cl)Cl (stereo not drawn)	-4	-1	2	3	8	-3	-1	-2	-8
CC1(C)OC(=O)C(=CNc2ncccn2)C(=O)O1	2	6	1	-2	-4	7	1	2	3
CCCCCCC(=O)Nc1c2c(nc3ccccc13)N(C)CC2	3	4	0	1	0	6	5	0	0
Cc1cc(C(=O)NP(=O)(N2CC(C)OC(C)C2)N2CC(C)OC(C)C2)c(C)n1C1CC1 (stereo not drawn)	2	-5	6	-2	3	2	3	-3	1
Cc1cccc(NS(=O)(=O)c2cc3c4c(c2)C(C)C(=O)N4CCC3)c1 (stereo not drawn)	3	4	3	-1	0	14	3	11	0
Cc1cccc(OCC(O)CN2C(C)(C)CC(O)CC2(C)C)c1 (stereo not drawn)	1	7	-6	4	0	4	7	-1	-1
CCN(Cc1ccccc1)C(=O)Cn1cc2c(n1)CCCC2	-2	1	8	-4	-1	3	-1	1	2
Cc1ccccc1Oc1cc(-n2ncc(Cl)c(Cl)c2=O)ncn1	6	-3	24	-6	-3	3	5	-4	9
Cc1cc(C)c2[nH]c(=O)c(=O)[nH]c2c1	-2	-1	4	5	5	3	9	0	2
CCOc1ccc(S(=O)(=O)NCCC(=O)NCCc2ccc(C(C)C)cc2)cc1	-1	14	4	0	-4	3	4	-5	-3
COc1ccc(C2=NN(C(=O)c3cccs3)C(O)(C(F)(F)F)C2)cc1 (stereo not drawn)	2	9	2	-2	-4	6	8	-2	4
CC(=O)c1cccc(N(CC(=O)N2CCOCC2)S(C)(=O)=O)c1	-6	-2	-2	1	3	-2	3	9	1
O=C(NCc1cccnc1)c1cc(-c2ccccc2)on1	-3	0	4	2	2	4	6	4	-2
O=C(NCCc1ccccc1)c1noc2c1CCc1ccccc1-2	7	-2	-2	1	0	12	10	5	0
Nc1nc(NCc2ccccc2)nc(NCc2ccccc2)c1[N+](=O)[O-]	-6	-2	-1	0	-3	2	3	2	3
COc1ccc(N2CCN(C(=O)C3CCCN3S(=O)(=O)c3cccc4nsnc34)CC2)cc1 (stereo not drawn)	-1	9	-1	3	0	5	20	0	5

Source: PubChem (The Scripps Research Institute Molecular Screening Center)

Some of the compounds tested; rates above refer to the full screens.
